SW480 rerep = A quantitative high throughput screen for small molecules that induce DNA re-replication in SW480 colon adenocarcinoma cells. SW480 DNA re-replication, Hoechst DNA content imaging, 48 h. Potency, µM (titrated, usually from 46.1 µM), without a hit: at the highest dose re-replication activation, usual class: activators. hit rate 1.8% among 340,000. AID 624297, 2012; also: potency is read from the fitted curve at half-maximal effect; % of control where 0% means no effect; nearly all actives have a fitted effect of over 55% in size
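Cells (250 per well) received 23 nL compound or DMSO by pin tool and were kept 48 hr at 37 C, 5% CO2. Nuclei were then stained with Hoechst for 40 min and scanned for DNA content.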
HEK293 tox = qHTS of GLP-1 Receptor Inverse Agonists: Cytotox Screen. HEK293 cAMP-luciferase reporter cells, luminescence, 24 h. hit rate 0.13% among 410,000. Potency, µM (doses to about 38.3 µM), inactives show at the highest dose activity change, negative = inhibition, most hits filed as inhibitors. AID 624418, 2012;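 also: loss of luciferase light is scored as toxicity; potency is read from the fitted curve at half-maximal effect; % is scaled to controls: 0 for no effect and ±100 for the full control effect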
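MLSMR compounds, 24 hr on cells at 37 deg C/5% CO2; luminescence after luciferase reagent (12 min RT). Inhibition counted as the undesired cytotoxic outcome.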
KB-3-1 tox = qHTS assay for MDR1-selective chemotherapeutics: Primary screen using the parental adenocarcinoma cell KB-3-1; hit rate 1.4% among 400,000; Potency, µM (doses to about 46.1 µM), for the others: at the highest dose activity change, negative = cytotoxic, usual class: cytotoxic; AID 1347075, 2019; KB-3-1 viability, CellTiter-Glo ATP luminescence, 72 h; also: potency is read from the fitted curve at half-maximal effect; % is scaled to controls: 0 for no effect and ±100 for the full control effect; nearly all actives have a fitted effect of over 60% in size
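Screening of KB-3-1 cells (DMEM, 10% FBS, phenol-red free) ran from lowest to highest compound concentration; after 72 h at 37 °C viability was read luminescently and curves fitted.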
HT1080 IDH1KD tx = qHTS for induction of synthetic lethality in tumor cells producing 2HG: qHTS for the HT-1080-IDH1KD cell line; hit rate 2% among 360,000; HT-1080 IDH1 knockdown viability, ATP luminescence, 48 h; Potency, µM (doses to about 46.1 µM), for the others: top-dose activity, negative = toxicity, actives largely listed as cytotoxic; AID 686971, 2013;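 also: potency is read from the fitted curve at half-maximal effect; 0% = DMSO wells and -100% = cell-free medium wells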
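After a 2 h attachment period, IDH1KD HT-1080 cells took pin-transferred compound for 48 h at 37 °C; ATP-based luminescence after 10 min room-temperature reagent incubation reported viability.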
MCF10A rerep = A quantitative high throughput screen for small molecules that induce DNA re-replication in MCF 10a normal breast cells | MCF 10A DNA re-replication, Hoechst nuclear intensity, 48 h | Potency, µM (highest dose often 46.1 µM), for the others: at the top dose activity, positive = re-replication, most hits filed as activators | hit rate 2.9% among 350,000; also: potency is read from the fitted curve at half-maximal effect; % of control where 0% means no effect; nearly all actives have a fitted effect of over 50% in size
KB-V1 cytotox = qHTS assay for MDR1-selective chemotherapeutics: Primary screen using the drug-selected MDR subline cells KB-V1 | KB-V1 MDR cells viability, CellTiter-Glo, 72 h | Potency, µM (top dose mostly 46.1 µM), for inactives: at the top dose activity change, negative = cytotoxicity, usual class: cytotoxic | hit rate 3.4% among 400,000 | AID 1347076, 2019; also: potency is read from the fitted curve at half-maximal effect; % is scaled to controls: 0 for no effect and ±100 for the full control effect; nearly all actives have a fitted effect of over 60% in size
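KB-V1, DMEM (no phenol red) + 10% FBS; cpd pin-transferred, titration series; 72 h, 37 degrees C; CellTiter-Glo, luminescence. Data normalized, curve-fit.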
IL1B secr inh = qHTS for Inhibitors of Inflammasome Signaling: IL-1-beta AlphaLISA Primary Screen; THP-1 LPS/ATP IL-1B secretion, AlphaLISA, 16 h; hits give low values; activity change, % at 57.5 µM; hit rate 4.7% among 360,000; AID 743279, 2014; in the data active = activity change below about -50%; inconclusive = mostly about -30% to -49%; also: % is scaled to controls: 0 for no effect and ±100 for the full control effect
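THP-1 cells pretreated 1 hr with compounds (up to 57.5 uM final), then stimulated with LPS (250 ng/mL final) plus ATP (1.25 mM final); secreted IL-1B measured by AlphaLISA after 16 hr, decreased signal indicating inhibition.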
D3 ag = qHTS of D3 Dopamine Receptor Agonist: qHTS. max activation, %. D3R DiscoveRx beta-arrestin cells, luminescence, 90 min. hit rate 0.58% among 410,000. D(3) dopamine receptor (Homo sapiens), P35462; in the data active = max activation above about 30%; also: 0% is about no effect; mostly tested at two doses, the higher about 12 µM
Target sequence (P35462 whole entry, looked up): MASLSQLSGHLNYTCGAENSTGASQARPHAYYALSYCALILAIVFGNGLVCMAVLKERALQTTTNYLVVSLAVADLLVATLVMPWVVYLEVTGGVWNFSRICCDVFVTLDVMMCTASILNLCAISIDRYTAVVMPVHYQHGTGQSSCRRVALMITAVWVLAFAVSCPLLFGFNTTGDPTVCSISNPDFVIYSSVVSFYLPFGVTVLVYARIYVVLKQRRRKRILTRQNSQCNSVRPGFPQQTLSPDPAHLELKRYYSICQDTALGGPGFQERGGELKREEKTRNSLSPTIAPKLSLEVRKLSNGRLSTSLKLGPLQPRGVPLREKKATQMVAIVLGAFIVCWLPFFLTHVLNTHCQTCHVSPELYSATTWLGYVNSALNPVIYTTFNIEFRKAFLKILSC
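Agonist-mode cell screen: cells plated at 1500/well and incubated overnight at 37 °C, then exposed to library compounds for 90 min at 37 °C. Detection reagent was added for 30–60 min at room temperature, and luminescence was read.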
HT1080-NT tox = qHTS for induction of synthetic lethality in tumor cells producing 2HG: qHTS for the HT-1080-NT fibrosarcoma cell line; HT-1080-NT fibrosarcoma viability, CellTiter-Glo ATP luminescence, 48 h; Potency, µM (top dose mostly 46.1 µM), without a hit: top-dose activity, negative = less viability, hits mostly cytotoxic; hit rate 1.6% among 360,000; AID 686970, 2013;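 also: NT is the 2HG producing partner of a matched IDH1 knockdown line; potency is read from the fitted curve at half-maximal effect; 0% = DMSO-treated cells and -100% = media-only wells without cells; nearly all actives have a fitted effect of over 55% in size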
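Fibrosarcoma NT cells, 750 per well in 5% FBS RPMI, were exposed to compound for 48 hours. Viability: CellTiter-Glo luminescence.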
Numbers without * were called inactive; ? = inconclusive; . = not tested or not shown; & = joins results of further samples; [ ] = remark or other dose. Unless noted, calls follow the shape of the dose curve; as a rule, active = well fitted curve in the direction sought with a large enough effect; inconclusive = small, poorly fitted or top-dose-only effect, or another doubt; inactive = no such curve, though single readings can be large; an effect the other way counts as inactive or inconclusive.

SMILES | SW480 rerep | HEK293 tox | KB-3-1 tox | HT1080 IDH1KD tx | MCF10A rerep | KB-V1 cytotox | IL1B secr inh | D3 ag | HT1080-NT tox
CC(=O)c1c(C)oc2c(Cl)cc(NS(=O)(=O)c3ccc(Cl)cc3)cc12 | . | -5% | -4% | . | . | ? | . | -5 | .
O=C(Cn1c(CN2CCCCC2)nc2ccccc2c1=O)NCc1ccco1 | -6% | 0% | 7% | 20% | -16% | ? | 10 | 3 | 0%
COCCn1c(C)cc(C(=O)CSc2nnc(C3CC3)n2C2CC2)c1C | -2% | -14% | -1% | 16% | -3% | 15% | 3 | 4 | 7%
Cc1ccc(OCCCCN2CCCCC2)cc1 | -7% | 1% | 2% | 3% | 1% | 4% | -7 | -6 | 1%
Nc1nc(NCC2CCCO2)nc(Nc2ccccc2F)c1[N+](=O)[O-] (stereo unspecified) | 22% | 4% | 4% | 7% | -2% | -21% | 0 | -10 | -1%
O=C(NN=C1C2CC3CC(C2)CC1C3)c1cc(Cl)ccc1O | 24% | 15% | 1% | -2% | 7% | 0% | -17 | 0 | -3%
COc1ccccc1N1CCN(C(=O)c2cn(C)c3ccc(S(=O)(=O)N4CCOCC4)cc3c2=O)CC1 | -11% | 3%&4% | -5%&2% | 12% | 4% | ? | 33 | -2&-2 | 2%
N#Cc1ccccc1OCC(=O)Nc1ccc(N2CCOCC2)cc1N1CCOCC1 | -12% | 1% | 0% | -1% | -3% | -4% | -5 | 2 | 11%[9.24 µM]
CCN1CCN(C(=O)CN(c2cc(OC)ccc2OC)S(C)(=O)=O)CC1 | -7% | -3% | -1% | 24% | 1% | 14% | 27 | -6 | 17%
COc1ccc(-c2c(C)nn3c4c(cnc23)C(=O)CC(c2ccc(C)cc2)C4)cc1 (stereo unspecified) | . | 1% | 9% | . | . | 28% | . | -7 | .
c1ccc(-c2csc3nnc(SCc4ccc5c(c4)OCCO5)n23)cc1 | 1% | -23% | 0% | -18% | 1% | -18% | -3 | -3 | -10%
CN1CCc2c(sc(NC(=O)Cc3ccccc3)c2C(N)=O)C1 | -1% | 42%[activator] | 10% | 13% | 1% | 4% | -1 | -8 | -1%
CCCCSc1nc(O)c(Cc2ccccc2)c(=O)[nH]1 | -12% | -15% | 13% | 8% | -1% | 11% | 4 | 8 | 4%
CCCC(C)NC(=O)C1c2ccccc2Oc2ccccc21 (stereo unspecified) | 27% | 0% | -3% | -14% | 5% | -5% | 0 | 7 | -3%
S=C1Nc2ccccc2Sc2ccc(Cl)cc21 | -2% | -9% | 11% | -26% | ? | -2% | 10 | 9 | 1%
Cc1cccc(NC(=O)CCOc2ccccc2)c1 | -1% | -7% | 26% | 2%[9.24 µM] | -1% | 5% | -2 | -1 | 15%
Cc1nnc(NC(=O)NC(C)N2C(=O)C3C4C=CC(C4)C3C2=O)s1 (stereo unspecified) | -10%&1% | -15%&-1% | ? | 10%&-4% | -10%&-1% | 0%&18% | 10&-5 | -5&-5 | 16%&-3%
COc1ccc(Nc2nc(N)nc(CSC(=S)N3CCOCC3)n2)cc1 | ? | 7% | -6% | -25% | -3% | -15% | -2 | -2 | -8%
Cc1ccc(C2=NNC(=O)C(P(=O)(c3ccccc3)c3ccccc3)C2)cc1 (stereo unspecified) | -8% | 3% | 5% | 5% | 4% | 16% | 0 | 1 | -3%
CC1=NN(C(=O)CCc2ccccc2O)C(O)(C(F)(F)F)C1 (stereo unspecified) | 27% | -13% | 2% | 23% | -1% | -1% | 0 | -5 | 21%
COc1ccc2nc(SCC(=O)NCC(F)(F)F)[nH]c2c1 | 6% | -1%[7.66 µM] | -3% | 10% | 0% | -13% | -6 | 3 | 0%
O=C(O)CCCCCn1c(SCC(=O)c2ccc(O)c(O)c2)nc2ccsc2c1=O | -11% | -18% | 21% | 0% | -24% | 0% | 13 | 6 | 6%
CCOC(=O)CN1C(=O)C2(OCCCO2)c2ccccc21 | 2% | 3% | 2% | 0% | -3% | 15% | 4 | 12 | 2%
Cc1ccc(CN=C2Nc3ccccc3CS2)cc1 | 0% | 3% | ? | -1% | ? | 13µM* | ? | -9 | -5%
CNC(=O)c1ccc(NC(=O)CC23CC4CC(CC(C4)C2)C3)cc1 | -7% | 2% | -5% | -10% | 23% | -9% | 16 | -15 | -7%
O=C1Nc2c(c(=O)[nH]c(=O)n2-c2ccccc2)C(C(F)(F)F)(C(F)(F)F)N1 | 2% | 5% | ? | 21% | 11% | 8% | 3 | -13 | 3%
CCOC(=O)c1c(C)oc2nc(C)nc(NCCCN3CCN(c4ccccc4OC)CC3)c12 | . | 5% | 3% | . | . | -2% | . | -23 | .
CS(=O)(=O)n1nc(OC(=O)c2cccc3ccccc23)cc1N | 0% | 2% | 5% | ? | 3% | 1% | -57* | -4 | ?
c1coc(-c2nnc3sc(Cc4cccs4)nn23)c1 | 4% | 2% | -5% | 5% | 20% | -2% | -4 | 8 | 2%
COCCCNC(=O)Cn1cc(C(=O)C2CC2)c2ccccc21 | 1% | -12% | 1% | -6% | 11% | 13% | 17 | -6 | 2%
Cc1ccccc1Nc1c(-c2ccc(N3CCOCC3)cc2)nc2cccc(C)n12 | . | -5% | 10% | . | . | 3% | . | 6 | .
CC1CCc2c(sc3nc(CSc4nnnn4C)[nH]c(=O)c23)C1 (stereo unspecified) | 21% | 11% | -13% | -11% | 16% | 0% | -20 | 6 | -21%
OC1(c2ccc(Cl)cc2)CCN(Cc2nc(-c3cnccn3)no2)CC1 | -1% | -21% | -9% | 6% | 15% | 1% | 8 | -10 | 1%
CCn1c(C)nc2cc(S(=O)(=O)C(F)(F)F)ccc21 | -2% | 9% | ? | -7% | -2% | -2% | 0 | 5 | -3%
Cc1ccc(CCNC(=O)Cn2ncc3c([nH]c4ccc(C)cc43)c2=O)cc1 | . | 2% | 7% | . | . | 11% | . | -7 | .
CCc1c(C)[nH]c2ccc(C)cc2c1=O | -12% | -14% | 1% | 7% | 17% | 2% | 10 | 2 | 14%
O=c1cc[nH]c2c(Cl)cccc12 | -8% | 8% | 5% | 1% | 0% | 6% | 28 | 1 | 8%
O=C(Nc1ccc(Br)cc1)N1CCCCCCC1 | 0% | 11% | -4% | -2% | 8% | -3% | -18 | -14 | -4%
CCOc1cccc2sc(N(CCN(C)C)C(=O)c3ccc(Br)s3)nc12 | -3% | 7% | -5% | -8% | 10% | 8% | -10 | -5 | -9%
CCOC(=O)c1cc(S(=O)(=O)Nc2ccccc2)[nH]n1 | . | 7% | -5% | . | . | -10% | . | -12 | .
COc1ccc(NC(=O)CN(C)S(=O)(=O)c2ccc(Cl)cc2)c([N+](=O)[O-])c1 | -6% | 1% | -20% | 5% | 12% | 5% | -2 | 1 | 8%
O=C(C[n+]1ccccc1)N/N=C/c1ccc(Br)cc1 | -22% | 1% | 17% | -10% | 7% | ? | -11 | -7 | -6%
CN(C(=O)Cn1nc(Cl)ccc1=O)C1CCCN(Cc2ccccc2F)C1 (stereo unspecified) | -7% | -14% | -7% | 13% | 0% | 0% | -1 | -7 | 24%
COc1cc(C(O)c2nc(-c3ccccc3C)cs2)ccc1F (stereo unspecified) | . | 3% | ? | ? | . | ? | 4 | -1 | ?
CCOc1ccc(C(=O)OCC(=O)c2c(N)n(C)c(=O)n(C)c2=O)cc1OCC | -2% | 3% | -4% | -1% | 6% | -3% | -4 | -4 | -1%
CC(=O)NC(Cc1c[nH]c2ccccc12)C(=O)OCC(=O)Nc1ccc2c(c1)OCO2 (stereo unspecified) | 6% | -9% | 0% | 2% | 3% | 2% | 9 | -7 | 2%
O=C(Nc1nncs1)C1(c2ccccc2)CCCC1 | 1% | 0% | 19% | 6% | -3% | 2% | 4 | 3 | 15%
CCSc1ccccc1C(=O)N1CCCC1 | -7% | 4% | -18% | -6% | -5% | 7% | 5 | 13 | -4%
O=c1c2ccccc2nc2ccc(NCc3ccco3)nn12 | -2% | 13% | ? | -2% | 0% | ? | -26 | -3 | -2%
Cc1ncsc1CCSc1n[nH]c(=O)n1-c1ccccc1 | -7% | -15% | -13% | 3% | -2% | -19% | 0 | 12 | 7%
O=C(NNS(=O)(=O)c1ccccc1[N+](=O)[O-])c1cc2ccccc2cc1O | ? | -10% | ? | ? | 0% | ? | 13 | 10 | ?
Cc1cccc(N(Cc2cc3ccccc3[nH]c2=O)S(C)(=O)=O)c1 | 17% | -13% | -2% | -21% | -5% | ? | -1 | 10 | 7%
COc1cccc(NC(=O)C2CCC2)c1 | -17% | 4% | -1% | 1% | 5% | 16% | -5 | -10 | 3%
CCCNC(=O)CN(c1ccc(F)c(Cl)c1)S(C)(=O)=O | 0% | 3% | -4% | -7% | -2% | -4% | -3 | 6 | 11%
Cc1ccc(-c2cc(C(=O)N/N=C/c3c(C)nn(C)c3C)c3ccccc3n2)c(C)c1 | -3% | 81%[activator] | 1% | -16% | ? | -1% | -21 | 4 | -10%

2 entries from above, as a markdown table:
| Structure | SW480 rerep | HEK293 tox | KB-3-1 tox | HT1080 IDH1KD tx | MCF10A rerep | KB-V1 cytotox | IL1B secr inh | D3 ag | HT1080-NT tox |
| --- | --- | --- | --- | --- | --- | --- | --- | --- | --- |
| Cc1ccc(CN=C2Nc3ccccc3CS2)cc1 | 0% | 3% | ? | -1% | ? | 13µM* | ? | -9 | -5% |
| CNC(=O)c1ccc(NC(=O)CC23CC4CC(CC(C4)C2)C3)cc1 | -7% | 2% | -5% | -10% | 23% | -9% | 16 | -15 | -7% |

Source: PubChem (National Center for Advancing Translational Sciences (NCATS))

An unsorted share of the library (roughly 11% active in at least one column).
